UHRF1 MBD2 ctr = human UHRF1 methylated DNA binding inhibitors | Q96T88 | UHRF1 binding to methylated oligo, TR-FRET | inhibition, % at 4.4 µM | 0.75% of 370,000 active | AID 687016; in the data active = inhibition above about 21%;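 note: UHRF1 SRA domain binding a hemimethylated CpG hairpin DNA probe; 0% = median of test compound wells and 100% = reference inhibitor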
Rev-erbA mod = Rev-erb alpha (human) modulation; Rev-erbα–FITC-DNA binding, fluorescence polarization, 90 min; activity, % at 10 µM; 0.79% of 370,000 active; AID 1259318;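 active = activity above about 14%, limit read from the data; passing the limit was not always enough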;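 note: 0% = DMSO wells with 35 nM protein and 100% = DMSO wells with 750 nM protein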
Target sequence (P20393 whole entry, looked up): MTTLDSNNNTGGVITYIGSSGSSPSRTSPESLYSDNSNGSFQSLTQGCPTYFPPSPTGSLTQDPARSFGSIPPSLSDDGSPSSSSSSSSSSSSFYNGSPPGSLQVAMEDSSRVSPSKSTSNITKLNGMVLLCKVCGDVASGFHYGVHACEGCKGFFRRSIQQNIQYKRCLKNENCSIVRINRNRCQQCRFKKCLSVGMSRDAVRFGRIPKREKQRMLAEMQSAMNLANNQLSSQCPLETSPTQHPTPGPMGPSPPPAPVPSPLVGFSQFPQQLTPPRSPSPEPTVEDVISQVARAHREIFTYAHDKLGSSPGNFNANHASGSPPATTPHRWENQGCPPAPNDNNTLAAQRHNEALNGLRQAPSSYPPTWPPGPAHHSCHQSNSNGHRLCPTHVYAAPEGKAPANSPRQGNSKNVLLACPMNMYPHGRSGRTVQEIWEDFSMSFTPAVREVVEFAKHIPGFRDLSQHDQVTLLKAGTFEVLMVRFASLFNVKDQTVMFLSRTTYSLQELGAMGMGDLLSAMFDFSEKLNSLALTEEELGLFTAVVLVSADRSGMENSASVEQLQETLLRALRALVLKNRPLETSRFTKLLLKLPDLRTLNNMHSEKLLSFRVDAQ
LEDGF integ inh = blocks HIV-1 LEDGF/p75-dependent DNA integration; 0.64% of 370,000 active; AID 743269; TR-FRET IN-LEDGF/p75 DNA integration, Eu/Cy5; inhibition, % at 3.7 µM;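 active = inhibition above the screen-wide mean plus 3 SD, cut at about 13% in these data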;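 note: signal is the Cy5 over europium emission ratio at 671 and 618 nm; 0% = plate median of compound wells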
MBD2 DNA inh = MBD2-methylated oligo binding inhibition; AID 686964; inhibition, % at 4.4 µM; TR-FRET, MBD2 binding to methylated oligonucleotide; 0.31% of 370,000 active; in the data active = inhibition above about 13%
PRMT1 FP inh = PRMT1 (human) inhibition, primary screen; Q99873; recombinant PRMT1, activity-based probe fluorescence polarization; inhibition, % at 2.79 µM; 1.3% of 370,000 active; AID 652257;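 active = inhibition above about 21% made by adding two undisclosed values, limit read from the data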
PG9 Ab binder = small molecules binding HIV-1 gp120 antibody PG9; TR-FRET gp120-PG9 antibody binding; inhibition, % at 6.7 µM; 0.43% of 360,000 active; AID 624416; in the data active = inhibition above about 8.5%
HTRA1 inh = inhibitors of human serine peptidase HTRA1; recombinant HTRA1, FP-rhodamine activity-based probe, fluorescence polarization; AID 504803; 0.5% of 340,000 active; inhibition, % at 5.96 µM; Q92743; in the data active = inhibition above about 36%;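 note: 0% = enzyme with DMSO and 100% = wells lacking enzyme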
rCAG RNA binder = r(CAG) repeat RNA binding | TO-PRO-1 dye displacement fluorescence | inhibition, % at 3 µM | 1.3% of 370,000 active | AID 651821;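 active = inhibition above the plate cutoff, the mean of all test compounds on that plate plus 3 SD, cut at about 35% in these data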;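 note: 0% = DMSO alone and 100% = 100 µM mitoxantrone as full dye displacement; higher means more dye released from RNA so lower well fluorescence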
TCR-CD3 inh = human TCR-CD3 binding inhibition; AID 651800; 0.37% of 360,000 active; TAMRA-labeled TCR probe fluorescence, biochemical; inhibition, % at 9.4 µM; in the data active = inhibition above about 19%;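 note: recombinant mutant TCR 2C K166C tagged with TAMRA read by polarization; 0% = receptor in buffer alone and 100% = receptor with positive control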
ABHD4 inh = inhibits mouse alpha/beta hydrolase domain 4; Q8VD66; purified mABHD4, FP-Rh probe fluorescence polarization; inhibition, % at 8.92 µM; 0.54% of 370,000 active;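 active = inhibition exceeding the mean over every tested compound plus 3 SD, cut at about 30% in these data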;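 note: 0% = plate median of compound wells and 100% = S159A mutant with DMSO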
Target sequence (Q8VD66 whole entry, looked up, the tested form may be a part): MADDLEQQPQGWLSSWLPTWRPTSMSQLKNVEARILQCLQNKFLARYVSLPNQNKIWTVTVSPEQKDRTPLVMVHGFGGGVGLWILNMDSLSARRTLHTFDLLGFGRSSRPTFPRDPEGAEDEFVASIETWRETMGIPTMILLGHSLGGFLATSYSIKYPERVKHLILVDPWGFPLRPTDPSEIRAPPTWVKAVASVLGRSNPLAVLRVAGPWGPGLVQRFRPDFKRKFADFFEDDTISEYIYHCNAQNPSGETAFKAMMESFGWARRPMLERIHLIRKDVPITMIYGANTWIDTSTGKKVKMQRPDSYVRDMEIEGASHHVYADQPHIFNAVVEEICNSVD
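Assay system: mouse ABHD4 enzyme, wild type / Also added: fluorescent activity-based probe FP-Rh / Doses: single nominal dose of 8.92 µM, 0.89% DMSO final / Timing: 45 min compound pre-incubation plus 60 min probe step, 25 °C / Signal: FP readout, ex 525 nm / em 598 nm / Control set: S159A mutant/DMSO as 100%, compound-well median as 0%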
Active calls of the source: *; · = not tested or not shown.

SMILES | UHRF1 MBD2 ctr | Rev-erbA mod | LEDGF integ inh | MBD2 DNA inh | PRMT1 FP inh | PG9 Ab binder | HTRA1 inh | rCAG RNA binder | TCR-CD3 inh | ABHD4 inh
Cc1ccc(-n2nc3c(c2NC(=O)c2ccc(OC(C)C)cc2)CS(=O)C3)cc1 (stereo unspecified) | -1 | -1 | 1 | 0 | -1 | -0.4 | -2 | -8 | -1 | -7
O=C(COc1ccccc1)Nc1cccc(-c2cn3cccnc3n2)c1 | 3 | 6 | -6 | -3 | 5 | -1.6 | -9 | 4 | -5 | -15
Cc1cc(C)n2c(SC(C)C(=O)NC3(C#N)CCCCC3)nnc2n1 (stereo unspecified) | -2 | 0 | 1 | -6 | 3 | 1.4 | 6 | 2 | 2 | 2
Cc1nc(Nc2ccc(Cl)c(Cl)c2)sc1C(/C=C/c1ccc2c(c1)OCO2)=NNc1ccc([N+](=O)[O-])cc1[N+](=O)[O-] | -2 | 0 | -1 | 2 | 1 | 0.7 | 25 | 8 | -8 | 19
COc1ccc(N2CCN(C(=O)C3=NNC(=O)CC3)CC2)cc1 | 3 | 2 | -6 | 0 | 4 | -3.0 | 2 | -1 | 2 | 3
CCOC(=O)CC1COCCN1C(=O)c1ccc2oc(Cc3ccccc3)nc2c1 (stereo unspecified) | 4 | -2 | 0 | 3 | 5 | -0.9 | 1 | -7 | 1 | 7
CCn1c(SCC(=O)c2ccc(O)c(O)c2)nnc1-c1ccccc1OC | 7 | -19 | 10 | 9 | 7 | -2.4 | 38* | 11 | 29* | 25
O=C(NCCCn1ccnc1)C1CC(c2cccc(Br)c2)=NO1 (stereo unspecified) | 0 | 2 | -1 | 2 | 3 | 2.0 | 5 | -7 | -9 | -1
CCCC1(c2ccccc2)NC(=O)N(CC(=O)c2[nH]c(C)c(C(=O)OCC)c2C)C1=O (stereo unspecified) | 0 | 6 | 1 | 4 | -2 | -1.4 | -50 | -5 | 3 | -9
CC(C)NC(NC(=O)Cc1ccccc1)C(Cl)(Cl)Cl (stereo unspecified) | 3 | 5 | 0 | -2 | 3 | -0.8 | -2 | 2 | 5 | -3
COc1ccc(-n2c(=O)[nH]cc(C(=O)Nc3ccc4c(c3)OCCO4)c2=O)cc1 | -3 | 3 | -3 | 0 | -2 | -2.0 | -6 | 4 | 8 | 11
Cc1ccc(NC(=S)N2CCC(O)CC2)c(C)c1 | -3 | 4 | 2 | 0 | -3 | 1.1 | 5 | -4 | 5 | 5
O=C(CSc1cccc[n+]1[O-])NCCCc1ccccc1 | -2 | 4 | 5 | 0 | -1 | -0.1 | 5 | -2 | 2 | -1
CC(C)(C)c1ccc(/C=C/C(=O)NC2=NCCS2)cc1 | 4 | 8 | 1 | 2 | 2 | -2.4 | -11 | 1 | 5 | -4
O=C(N/N=C(\c1ccccc1)c1cccnc1)c1cc(O)ccc1O | -3 | 1 | 7 | -8 | 20 | -8.2 | · | 4 | 4 | 24
Cc1ccc(C)c(OCc2nnc(SCC(=O)NCc3ccc4c(c3)OCO4)o2)c1 | 3 | -1 | 0 | 4 | 4 | -1.1 | -2 | -1 | -7 | -9
NC(=S)NN=C1c2ccccc2-c2c(F)c(F)c(F)c(F)c21 | -2 | 10 | 0 | -7 | 5 | -0.4 | 4 | 6 | 2 | -1
CSc1ccccc1NC(=O)N1CCCC(C(=O)c2ccc3c(c2)OCO3)C1 (stereo unspecified) | 4 | 2 | 3 | 1 | -8 | -0.1 | 5 | -5 | 5 | -3
CCN1CCN(C(=O)Nc2ccc(OC)cc2OC)CC1 | -1 | -2 | -2 | 2 | -2 | -1.4 | 1 | 2 | 4 | 1
COC(=O)[C@@H](Cc1c[nH]c2ccccc12)NC(=O)CNC(=O)c1ccccc1OC | 1 | 1 | 2 | -6 | -6 | -3.1 | -2 | 0 | 2 | -5
O=C(O)Cc1coc(-c2ccc(F)cc2)n1 | -5 | 3 | 2 | -1 | -1 | -2.9 | 0 | 1 | 9 | -4
C/C(=N/NC(=O)c1ccc(C)s1)c1ccncc1 | 2 | 0 | 4 | -1 | -2 | -1.2 | -16 | 6 | -11 | -8
COc1cccc(NC(=O)C(NC2CCCC2)c2ccccc2)c1 (stereo unspecified) | 2 | 2 | 1 | 3 | 2 | 1.7 | -10 | 0 | -7 | -8
CC(=O)NC(c1cccc([N+](=O)[O-])c1)c1ccc2cccnc2c1O (stereo unspecified) | -11 | 2 | -3 | -1 | 0 | -5.2 | 37* | 2 | -7 | 14
O=P(OC1CCCCC1)(OC1CCCCC1)C(O)c1c(Cl)cccc1Cl (stereo unspecified) | 3 | -3 | 1 | 7 | 1 | 0.2 | -11 | -7 | -4 | 12
CC(NC(=O)c1cc(COc2ccc(-n3cncn3)cc2)on1)c1ccc(F)cc1 (stereo unspecified) | 0 | 10 | 2 | -4 | -3 | 0.9 | -1 | -1 | 8 | -5
Cc1nnc(NC(=O)C2CCN(c3cnccn3)CC2)s1 | 2 | -5 | 1 | 4 | 3 | -0.1 | -5 | 1 | -2 | 4
NS(=O)(=O)c1ccc(N=Nc2c[nH]c(=O)c(O)c2)cc1 | -10 | -13 | 9 | -20 | 27* | -26 | 17 | -34 | 26* | 14
CCCNC(=O)c1cc(C2CCCCN2C(=O)CCCc2ccccc2)on1 (stereo unspecified) | -1 | -3 | -1 | 0 | -2 | -0.5 | · | -2 | -4 | -6
CCc1nnc(NS(=O)(=O)c2ccc(Nc3ccc([N+](=O)[O-])c4nonc34)cc2)s1 | -17 | 21* | 2 | -19 | 11 | -3.5 | 2 | 34 | -6 | 11
CCOc1cccc(OCCOc2ccc(C(=O)c3ccccc3)cc2)c1 | -4 | 3 | -1 | -5 | -1 | 0.1 | -18 | 3 | 3 | -10
C=CCOc1ccc(C2/C(=C(\O)c3ccc4c(c3)CC(C)O4)C(=O)C(=O)N2CCN2CCOCC2)cc1OCC (stereo unspecified) | -6 | 5 | 8 | 2 | 2 | -1.9 | -2 | 13 | 6 | 9
C/C(=N\NC(=O)c1ccn(C)n1)c1cccc(NC(=O)c2ccc(C)s2)c1 | 1 | -4 | 1 | -2 | 1 | -2.3 | -13 | 0 | -3 | 4
COc1ccc(S(=O)(=O)N2CCC(C(=O)N[C@H](C(=O)N3CCCCCC3)C(C)C)CC2)cc1 | 2 | 1 | -5 | 0 | 1 | -1.5 | 4 | -3 | -8 | -2
O=C(N/N=C/C=C\c1ccco1)c1cccnc1 | -2 | 4 | 6 | -4 | 8 | -6.2 | 6 | 11 | 7 | 2
CCOc1ccc(-c2nc(S(=O)(=O)c3ccccc3)c(NCc3cccnc3)o2)cc1 | 1 | -2 | 1 | 5 | -1 | 0.0 | -11 | -6 | -3 | 2

Nine entries from above, arranged by heavy-atom count, falling:
SMILES | UHRF1 MBD2 ctr | Rev-erbA mod | LEDGF integ inh | MBD2 DNA inh | PRMT1 FP inh | PG9 Ab binder | HTRA1 inh | rCAG RNA binder | TCR-CD3 inh | ABHD4 inh
COc1ccc(S(=O)(=O)N2CCC(C(=O)N[C@H](C(=O)N3CCCCCC3)C(C)C)CC2)cc1 | 2 | 1 | -5 | 0 | 1 | -1.5 | 4 | -3 | -8 | -2
Cc1ccc(C)c(OCc2nnc(SCC(=O)NCc3ccc4c(c3)OCO4)o2)c1 | 3 | -1 | 0 | 4 | 4 | -1.1 | -2 | -1 | -7 | -9
CCn1c(SCC(=O)c2ccc(O)c(O)c2)nnc1-c1ccccc1OC | 7 | -19 | 10 | 9 | 7 | -2.4 | 38* | 11 | 29* | 25
O=C(COc1ccccc1)Nc1cccc(-c2cn3cccnc3n2)c1 | 3 | 6 | -6 | -3 | 5 | -1.6 | -9 | 4 | -5 | -15
O=C(CSc1cccc[n+]1[O-])NCCCc1ccccc1 | -2 | 4 | 5 | 0 | -1 | -0.1 | 5 | -2 | 2 | -1
CC(C)(C)c1ccc(/C=C/C(=O)NC2=NCCS2)cc1 | 4 | 8 | 1 | 2 | 2 | -2.4 | -11 | 1 | 5 | -4
CC(C)NC(NC(=O)Cc1ccccc1)C(Cl)(Cl)Cl (stereo unspecified) | 3 | 5 | 0 | -2 | 3 | -0.8 | -2 | 2 | 5 | -3
Cc1ccc(NC(=S)N2CCC(O)CC2)c(C)c1 | -3 | 4 | 2 | 0 | -3 | 1.1 | 5 | -4 | 5 | 5
O=C(O)Cc1coc(-c2ccc(F)cc2)n1 | -5 | 3 | 2 | -1 | -1 | -2.9 | 0 | 1 | 9 | -4

Remaining list, next part.
SMILES | UHRF1 MBD2 ctr | Rev-erbA mod | LEDGF integ inh | MBD2 DNA inh | PRMT1 FP inh | PG9 Ab binder | HTRA1 inh | rCAG RNA binder | TCR-CD3 inh | ABHD4 inh
Oc1ccccc1-c1nc(NCc2cccnc2)c2ccccc2n1 | 3 | 4 | 7 | 0 | -2 | 1.0 | -21 | 10 | -2 | 1
Cc1ccc(NC(=O)c2ccc(NC(=O)C3CCCCC3C(=O)O)cc2)cc1 (stereo unspecified) | -3 | -5 | 3 | 0 | 0 | -2.9 | 6 | 10 | 9 | -1
CCOC(=O)C1CCCCN1Cc1ccc(F)c(Br)c1 (stereo unspecified) | 2 | 0 | 1 | 1 | 3 | -0.9 | -1 | -2 | 0 | 9
CCc1c(C)sc2nc(C(C)C)nc(SCC(=O)N3CCc4ccccc4C3)c12 | 3 | -6 | 0 | 2 | -1 | -1.2 | · | 1 | -3 | 2
Cc1ccc(O)c(NC(=O)c2noc(C(C)C)c2[N+](=O)[O-])c1 | -1 | -2 | 4 | 1 | -1 | -0.2 | -2 | 5 | -3 | 6
CC(C)=C1SC(N2CCN(c3cccc(C)c3)CC2)=NC1=O | 6 | 2 | -2 | 3 | 4 | -1.7 | -3 | -6 | 2 | 1
CN1C(=O)CC(N2CCN(CCN=CC3=C(O)CC(C)(C)CC3=O)CC2)C1=O (stereo unspecified) | 14 | -7 | 2 | 7 | 0 | -1.2 | 4 | -1 | 3 | -1
Cc1ccc(NC(=O)CN2CCc3ccccc3C2)cc1 | 0 | 0 | 1 | -1 | -3 | -0.6 | -3 | -5 | 0 | -4
C=CCN1C2CCCC1CC(NC(=O)Nc1cccc(C(C)=O)c1)C2 (stereo unspecified) | 2 | -2 | 0 | -2 | -2 | -1.1 | 0 | 0 | 1 | 1
N#Cc1ccc(CSc2nc(N)cc(=O)[nH]2)cc1 | -3 | -2 | 7 | -7 | -4 | -3.3 | -6 | 1 | -1 | 2
O=C(CN1C(=O)CSc2ccc(S(=O)(=O)N3CCOCC3)cc21)NCCCN1CCc2ccccc2C1 | 0 | -3 | 5 | -4 | -8 | -1.3 | -3 | -6 | 8 | 3
O=C(Nc1ccc(S(=O)(=O)NCc2ccco2)cc1)c1ccncc1 | 1 | 4 | 1 | 4 | 1 | 5.4 | 1 | -2 | 1 | 4
O=C(O)CSc1nnc(SCc2cccc3ccccc23)s1 | 3 | -7 | -5 | 6 | 8 | -1.0 | 0 | 21 | -5 | -34

From PubChem

This is a subset; the hit share may differ from the screen's.
